MazEF act: MazEF (E. coli) toxin RNase activation. P0AE70. FAM/BHQ RNA-DNA oligo cleavage fluorescence, 5 h. activation, % at 20 µM. actives 0.32% (n = 350,000); in the data active = activation above about 50%
Target sequence (P0AE70 whole entry, looked up): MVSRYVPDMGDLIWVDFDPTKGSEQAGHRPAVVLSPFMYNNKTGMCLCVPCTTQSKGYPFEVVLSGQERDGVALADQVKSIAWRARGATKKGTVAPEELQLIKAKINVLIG
Rv3671c protease: inhibits the M. tuberculosis serine protease Rv3671c; P9WHR9; inhibition, % at 5.96 µM; actives 0.048% (n = 320,000); AID 2606; in the data active = inhibition above about 38%;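 note: extracellular domain of Rv3671c used as enzyme; 0% = enzyme with DMSO and 100% = no enzyme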
VHR inh abs: blocks human VHR1 dual specificity phosphatase. actives 0.52% (n = 290,000). recombinant VHR phosphatase, pNPP absorbance. P51452. inhibition, % at 13.3 µM; in the data active = inhibition above about 50%; note: some compounds called inactive have numbers as strong as hits
Target sequence (P51452 whole entry, looked up): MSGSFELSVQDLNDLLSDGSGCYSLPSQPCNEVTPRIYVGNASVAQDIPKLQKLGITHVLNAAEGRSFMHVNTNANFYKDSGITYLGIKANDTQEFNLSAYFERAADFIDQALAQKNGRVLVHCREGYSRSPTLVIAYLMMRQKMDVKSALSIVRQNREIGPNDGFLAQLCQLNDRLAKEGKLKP
FBA Mtb inh: Mtb fructose-bisphosphate aldolase inhibition. P9WQA3. purified M. tuberculosis FBA, fluorescence read-out. inhibition, % at 1 µM. actives 2.3% (n = 360,000); in the data active = inhibition above about 27%;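 note: 0% = vehicle and 100% = reference inhibitor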
Target sequence (P9WQA3 whole entry, looked up): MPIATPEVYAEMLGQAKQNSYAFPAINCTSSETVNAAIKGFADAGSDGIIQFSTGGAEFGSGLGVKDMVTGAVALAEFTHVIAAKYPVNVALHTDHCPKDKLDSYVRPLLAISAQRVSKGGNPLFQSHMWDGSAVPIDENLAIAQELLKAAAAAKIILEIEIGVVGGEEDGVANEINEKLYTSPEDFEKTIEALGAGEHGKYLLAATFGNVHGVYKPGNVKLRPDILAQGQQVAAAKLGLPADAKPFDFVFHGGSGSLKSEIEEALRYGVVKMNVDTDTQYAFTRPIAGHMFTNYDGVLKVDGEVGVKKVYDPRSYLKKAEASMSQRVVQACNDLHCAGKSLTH
BoNT F protease: inhibitors of Botulinum neurotoxin F light chain protease | Multiplex microsphere protease cleavage assay, flow cytometry | inhibition, % at 10 µM | actives 0.22% (n = 360,000); in the data active = inhibition above about 35%, passing the limit was not always enough; inconclusive = no clear call, values can overlap the other calls; note: plate controls were buffer without enzyme for full effect and enzyme alone for no effect
GDH-TPI counter: counter-screen for M. tuberculosis FBA inhibitors: GDH-TPI coupled enzymes | GDH-TPI coupled enzyme counterscreen, NADH absorbance | inhibition, % at 4.8 µM | actives 1.2% (n = 360,000);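 note: 0% = DMSO wells and 100% = wells lacking the enzyme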
FadD28 binding: M. tuberculosis FadD28 bisubstrate binding inhibition | FadD28 bisubstrate probe binding, fluorescence polarization | actives 0.22% (n = 360,000) | inhibition, % at 12.5 µM; in the data active = inhibition above about 8.5%, passing the limit was not always enough; inconclusive = no clear call, values can overlap the other calls
Mtb UGM inh: inhibitors of M. tuberculosis UDP-galactopyranose mutase. purified UGM, fluorescence polarization probe displacement. P9WIQ1. actives 0.06% (n = 320,000). inhibition, % at 10 µM; in the data active = inhibition above about 10%, passing the limit was not always enough; inconclusive = no clear call, values can overlap the other calls
Target sequence (P9WIQ1 whole entry, looked up): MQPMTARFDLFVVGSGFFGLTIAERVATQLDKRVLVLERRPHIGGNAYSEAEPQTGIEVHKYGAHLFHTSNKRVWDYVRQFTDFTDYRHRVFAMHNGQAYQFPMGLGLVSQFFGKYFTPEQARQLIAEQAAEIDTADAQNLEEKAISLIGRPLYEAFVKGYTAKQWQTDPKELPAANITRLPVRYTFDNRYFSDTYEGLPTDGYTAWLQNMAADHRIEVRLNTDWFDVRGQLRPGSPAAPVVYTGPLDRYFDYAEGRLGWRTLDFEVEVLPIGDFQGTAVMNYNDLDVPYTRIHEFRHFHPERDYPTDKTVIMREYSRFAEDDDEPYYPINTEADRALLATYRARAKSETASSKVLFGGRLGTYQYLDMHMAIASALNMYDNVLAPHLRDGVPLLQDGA
Mtb BioA inh: blocks M. tuberculosis BioA enzyme activity | purified M. tuberculosis BioA enzyme, plate reader | inhibition, % at 9.99 µM | actives 0.096% (n = 360,000) | AID 602481; in the data active = inhibition above about 40%; inconclusive = no clear call, values can overlap the other calls
CCHF vOTU inh: CCHFV vOTU protease inhibition; Pep-AMC fluorescence; inhibition, % at 11.5 µM; actives 0.55% (n = 370,000); AID 651958; note: 0% = vehicle wells with enzyme and 100% = no enzyme wells
Active calls of the source: *; ? = inconclusive; . = not tested or not shown. Cut-off read from the data, not from the text of the source, unless noted: active = inhibition above about 30%; inactive = the rest.

SMILES	MazEF act	Rv3671c protease	VHR inh abs	FBA Mtb inh	BoNT F protease	GDH-TPI counter	FadD28 binding	Mtb UGM inh	Mtb BioA inh	CCHF vOTU inh
CCCNS(=O)(=O)c1ccc(OCC(=O)N2CCN(C)CC2)cc1	-18	-2	-22	0	-5	9	0.6	1.7	-0.6	3
CCc1nc(SCC(=O)NCC2CCCO2)c2oc3ccccc3c2n1 (configuration not stated)	-6	1	7	7	3	14	-2.3	-1.9	2.8	5
O=C(c1ccc2c(c1)N(Cc1ccccc1)C(=O)CS2)N1CCOCC1	-15	4	10	3	10	4	-1.9	-1.0	0.6	9
CC1CCN(C(=O)c2cc(-c3ccc(Cl)c(Cl)c3)on2)CC1	-1	-5	18	-1	6	13	0.5	0.6	.	-14
CC1(c2nnc(Cc3ccccc3)o2)CC(c2c(Cl)cccc2Cl)=NO1 (configuration not stated)	-3	-10	.	1	-12	4	-4.1	-0.1	-0.2	-2
O=S(=O)(NN=C1CCCCCCC1)c1ccc(Br)cc1	-5	-8	13	-4	-5	3	-1.3	2.1	-1.4	8
Cc1ccc(-n2c(C)nn(Cc3ccc([N+](=O)[O-])cc3)c2=O)cc1	-9	-8	21	4	2	-4	-2.0	1.3	.	-2
CC(=O)c1cccc(N(CC(=O)NC2CCCC2)C(=O)c2ccc(C)s2)c1	-22	-8	12	-1	15	4	-1.6	-2.2	-0.6	10
Cc1cc(C)n(-c2ccc(NC(=O)C3CCCCN3C(=O)c3cccs3)cc2)n1 (configuration not stated)	-10	-2	31	0	-5	1	-1.5	0.2	-0.3	-4
CCOP(=O)(OCC)C(Nc1cccc([N+](=O)[O-])c1)c1ccc(OC)cc1 (configuration not stated)	-3	-4	9	0	?	4	-1.2	1.3	-0.9	-8
COc1cccc(CNC(=S)NC2CCCC2)c1	2	1	-4	1	11	4	-0.5	0.9	-0.2	4
CS(=O)(=O)N(CC(=O)N/N=C/c1ccccn1)c1ccc(Oc2ccccc2)cc1	2	-1	24	-2	-6	-3	-2.4	1.3	4.7	7
COc1ccccc1NC(=O)CNC(=O)c1ccccc1C	-2	3	-24	-1	-4	1	-2.5	-3.0	1.1	-16
CNC(=O)c1c(NC(=O)c2ccc(N3C(=O)CCC3=O)cc2)sc2c1CCCC2	1	-2	7	5	4	24	-1.3	-1.0	-0.7	9
CSc1ccc(CN2CCN(c3ccccc3C)CC2)cc1	0	-2	-2	3	2	3	-1.7	0.0	0.5	10
COc1ccc(/C=C/C(=O)O)cc1S(=O)(=O)NCC1CCCO1 (configuration not stated)	-1	-2	8	3	-6	13	0.1	-0.7	-0.8	3
Cc1ccc2c(c1)CCCN2C(=O)CSc1ccccc1	-2	7	10	0	-3	9	-1.1	2.2	0.4	2
CCc1cccc(NC(=O)CCCn2nc(CC)n3c(cc4occc43)c2=O)c1	-2	-6	-2	0	5	6	-0.7	1.3	-2.0	1
CCOc1ccc(NC(=O)CCC(=O)NNC(=O)c2cccc([N+](=O)[O-])c2)cc1	7	3	.	0	-2	4	0.1	-1.2	.	-1
Cc1cc(C)n2nc(SCc3ccc(F)cc3Cl)nc2n1	-1	-4	.	0	0	-1	-0.8	-0.6	-0.2	-6

An excerpt of these results, with values under each structure.
Fields: MazEF act	Rv3671c protease	VHR inh abs	FBA Mtb inh	BoNT F protease	GDH-TPI counter	FadD28 binding	Mtb UGM inh	Mtb BioA inh	CCHF vOTU inh
Cc1ccc(-n2c(C)nn(Cc3ccc([N+](=O)[O-])cc3)c2=O)cc1
    -9	-8	21	4	2	-4	-2.0	1.3	.	-2
CC(=O)c1cccc(N(CC(=O)NC2CCCC2)C(=O)c2ccc(C)s2)c1
    -22	-8	12	-1	15	4	-1.6	-2.2	-0.6	10
Cc1cc(C)n(-c2ccc(NC(=O)C3CCCCN3C(=O)c3cccs3)cc2)n1 (configuration not stated)
    -10	-2	31	0	-5	1	-1.5	0.2	-0.3	-4
CCOP(=O)(OCC)C(Nc1cccc([N+](=O)[O-])c1)c1ccc(OC)cc1 (configuration not stated)
    -3	-4	9	0	?	4	-1.2	1.3	-0.9	-8
COc1cccc(CNC(=S)NC2CCCC2)c1
    2	1	-4	1	11	4	-0.5	0.9	-0.2	4
CS(=O)(=O)N(CC(=O)N/N=C/c1ccccn1)c1ccc(Oc2ccccc2)cc1
    2	-1	24	-2	-6	-3	-2.4	1.3	4.7	7
COc1ccccc1NC(=O)CNC(=O)c1ccccc1C
    -2	3	-24	-1	-4	1	-2.5	-3.0	1.1	-16
CNC(=O)c1c(NC(=O)c2ccc(N3C(=O)CCC3=O)cc2)sc2c1CCCC2
    1	-2	7	5	4	24	-1.3	-1.0	-0.7	9
CSc1ccc(CN2CCN(c3ccccc3C)CC2)cc1
    0	-2	-2	3	2	3	-1.7	0.0	0.5	10
COc1ccc(/C=C/C(=O)O)cc1S(=O)(=O)NCC1CCCO1 (configuration not stated)
    -1	-2	8	3	-6	13	0.1	-0.7	-0.8	3
Cc1ccc2c(c1)CCCN2C(=O)CSc1ccccc1
    -2	7	10	0	-3	9	-1.1	2.2	0.4	2
CCc1cccc(NC(=O)CCCn2nc(CC)n3c(cc4occc43)c2=O)c1
    -2	-6	-2	0	5	6	-0.7	1.3	-2.0	1
CCOc1ccc(NC(=O)CCC(=O)NNC(=O)c2cccc([N+](=O)[O-])c2)cc1
    7	3	.	0	-2	4	0.1	-1.2	.	-1
Cc1cc(C)n2nc(SCc3ccc(F)cc3Cl)nc2n1
    -1	-4	.	0	0	-1	-0.8	-0.6	-0.2	-6

Later entries
SMILES	MazEF act	Rv3671c protease	VHR inh abs	FBA Mtb inh	BoNT F protease	GDH-TPI counter	FadD28 binding	Mtb UGM inh	Mtb BioA inh	CCHF vOTU inh
Cc1cc2cc(C)c3nnc(SCC(=O)Nc4ccc(S(=O)(=O)N5CCCCC5)cc4)n3c2cc1C	-66	2	10	1	-3	11	-1.6	2.4	.	-3
Cc1cc(C)cc(OCCCOc2cccc3cccnc23)c1	-10	-12	3	6	2	8	-2.5	1.5	14	10
CCCn1c(C)cc(C(=O)CN2C(=O)c3cccc(N)c3C2=O)c1C	-19	-5	-6	2	-13	8	-3.6	-0.3	-1.3	5
CN(c1cccc(NC(=O)c2ccccc2N(Cc2ccccc2)S(C)(=O)=O)c1)S(C)(=O)=O	5	-4	2	1	-5	0	-3.9	0.5	-0.7	10
O=C(CN1CCN(S(=O)(=O)c2ccc(F)cc2)CC1)c1ccc(O)c(O)c1	14	3	-11	-1	-3	11	0.3	.	.	-2
Cc1cc(C)cc(OCC(=O)O/N=C(\N)c2ccccn2)c1	-2	1	10	4	4	-10	-3.7	4.3	-0.3	-1
COc1cccc2c1Oc1ncccc1N(C(=O)CCC(=O)NCc1ccc(C)cc1)C2	3	-5	-2	0	4	3	-0.5	-1.1	-1.2	-1
CC1(C)COC(c2cccc([N+](=O)[O-])c2)OC1	-4	.	.	1	-4	-1	-3.0	.	-0.9	11
Cc1cc(NC(=O)c2ccc3c(c2)C(=O)N(Cc2cccnc2)C3=O)no1	-6	-1	18	-4	0	8	-1.8	-1.3	1.7	-1
CC(C)n1c(SCC(=O)Nc2ccc(F)cc2)nnc1C1CC1	-10	5	27	4	1	6	-2.5	-0.2	-1.2	-8
COc1cccc(Nc2ccc(Nc3cccc(OC)c3)nn2)c1	16	0	28	-2	-10	9	1.8	-0.4	.	9
CC1CCCCN1CC(O)COc1ccc(OCC(O)CN2CCCCC2C)cc1 (configuration not stated)	-1	10	99	-1	-16	-16	-2.9	-3.4	-1.5	3
Cc1ccc(NC(=O)COc2ccc(/C=N\NC(=O)c3cccnc3)cc2)cc1C	-10	.	6	2	7	16	.	0.4	2.4	.
COc1ccc(CNC(=O)CSc2n[nH]c(N)n2)cc1OC	11	-8	5	-2	2	-5	-3.1	3.6	-0.3	-4
Cc1onc(-c2ccccc2)c1C(=O)Nc1ccc(C(=O)N2CCCCC2)cc1	9	3	31	3	18	-3	-4.0	-0.8	-0.3	-5
O=C(NCCCN1CCCC1=O)C(=O)NCC1OCCN1S(=O)(=O)c1cc(F)ccc1F (configuration not stated)	-2	.	.	0	-1	-4	-4.5	.	-0.4	-9
CC(=O)c1c(C)nc2cc(Cl)ccc2c1N	5	4	-4	0	-13	10	-0.6	0.1	.	9
Cc1cccc(OCC(=O)NCc2nc(-c3ccccc3)no2)c1	-20	0	9	4	1	0	0.5	2.2	0.7	9
COC(=O)[C@H](Cc1ccccc1)NC(=O)NCc1ccc(C)cc1	10	0	21	0	?	1	?	1.1	0.3	-5
COc1ccc(-c2csc(NC(=O)CN3C(=O)CCC3=O)n2)c(OC)c1	6	-6	21	1	-2	4	-1.3	-0.9	-1.1	8
CCn1c(SCC(=O)N(Cc2ccccc2)C2CCS(=O)(=O)C2)nc2ccccc2c1=O (configuration not stated)	-5	4	16	1	3	0	-1.4	0.3	.	-4
COc1ccc(N(CC(O)Cn2c3ccccc3c3ccccc32)S(=O)(=O)c2ccccc2)cc1 (configuration not stated)	-8	-48	26	4	-3	9	-2.1	-0.5	-1.5	16
Cc1ccc(NC(=O)c2ccc(NCCc3ccccc3)c([N+](=O)[O-])c2)cc1F	50	-11	4	-2	-8	10	-1.8	3.2	1.9	2
COc1ccc(OC)c(S(=O)(=O)N2CCN(C(=O)c3ccco3)CC2)c1	9	5	17	0	-39	3	-0.8	-2.1	-0.3	-9
O=C(CCC1CCCN(C(=O)Cc2cccc(F)c2)C1)N1CCN(c2ccccn2)CC1 (configuration not stated)	6	0	6	8	1	2	-1.2	-0.7	0.3	-1
CS(=O)(=O)N1CCc2cc(S(=O)(=O)NCCNS(=O)(=O)c3ccc4c(c3)CCN4S(C)(=O)=O)ccc21	9	0	22	-1	4	1	-2.8	3.2	1.1	-11
CCOC(=O)CCNC(=O)N1CCCC(C(=O)c2ccccc2SC)C1 (configuration not stated)	2	-9	20	5	-3	23	-2.0	-2.6	0.6	-1
CC(=O)Nc1cc(-c2ccc(CO)cc2)cn2c(-c3cccc(C(F)(F)F)c3)cnc12	.	.	.	8	-1	5	-2.3	.	1.1	12
CC(=O)c1ccc(N(CC(=O)NC2CCCCC2)C(=O)c2csnn2)cc1	-8	6	7	-2	3	-8	-2.8	0.0	-1.1	-3
O=S(=O)(NCC1CCCO1)c1cc(Cl)ccc1Br (configuration not stated)	1	-8	-8	1	0	0	-1.3	-2.9	-2.4	4

3 structures already listed, arranged by heavy-atom count, high to low.
SMILES	MazEF act	Rv3671c protease	VHR inh abs	FBA Mtb inh	BoNT F protease	GDH-TPI counter	FadD28 binding	Mtb UGM inh	Mtb BioA inh	CCHF vOTU inh
COc1ccc(N(CC(O)Cn2c3ccccc3c3ccccc32)S(=O)(=O)c2ccccc2)cc1 (configuration not stated)	-8	-48	26	4	-3	9	-2.1	-0.5	-1.5	16
CC(=O)c1ccc(N(CC(=O)NC2CCCCC2)C(=O)c2csnn2)cc1	-8	6	7	-2	3	-8	-2.8	0.0	-1.1	-3
CCOC(=O)CCNC(=O)N1CCCC(C(=O)c2ccccc2SC)C1 (configuration not stated)	2	-9	20	5	-3	23	-2.0	-2.6	0.6	-1

Later entries.
SMILES	MazEF act	Rv3671c protease	VHR inh abs	FBA Mtb inh	BoNT F protease	GDH-TPI counter	FadD28 binding	Mtb UGM inh	Mtb BioA inh	CCHF vOTU inh
CC[C@]12c3[nH]c4cc(CCC(=O)N(C)C)ccc4c3CCN1C(=O)[C@@H](CC(=O)NC/C=C(\C)CCC=C(C)C)C[C@@H]2C(=O)N1CCN(C(=O)c2ccco2)CC1	5	.	.	-1	-7	2	-0.4	.	-0.5	.
O=C(NCCCN1CCCCC1)C1CCN(S(=O)(=O)N2CCC3(CC2)OCCO3)CC1	-3	-2	17	4	4	2	1.0	1.0	-1.5	-9
Fc1ccc(/C=N/Nc2nccnc2Cl)cc1	2	3	9	0	3	21	-1.8	-2.9	1.4	15
CCC(=O)Nc1cc2c3c(c1)CCC(=O)N3CCC2	-6	-5	-8	2	-5	-1	-0.7	-0.5	0.5	-3
CN1CCN(c2oc(-c3ccccc3F)nc2S(=O)(=O)c2ccc(Cl)cc2)CC1	4	-6	4	-1	17	7	-0.9	2.2	-0.1	.
Cc1ccc(N=C/C(C(=O)C(F)(F)F)=C(\O)c2cccs2)cc1	-2	3	20	-12	10	1	-3.9	-0.4	2.6	6
